S1P4 ag = activates the human S1P4 receptor. activation, % at 4.98 µM. actives 0.35% (n = 220,000). O95977. S1P4-expressing cell line, agonist reporter assay; in the data active = activation above about 11%;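 also: 0% = DMSO vehicle and 100% = reference agonist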
EP2 modulator = modulators of human EP2 prostaglandin E2 receptor; induction, % at 25 µM; EP2-expressing cells, cAMP HTRF FRET, PGE2 co-stimulation; actives 0.83% (n = 260,000);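 active = compounds whose cAMP rise, as percent of the full-agonist control response, exceeds 60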;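 also: rat C6 glioma line stably carrying human EP2 under a CMV promoter; the protocol text gives 20 µM as final concentration; 100% = response of wells given 1 µM PGE2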
NPY1 pot ag = human NPY-Y1 potentiation or agonism, primary screen; AID 1304; P25929; activation, % at 3.6 µM; actives 0.37% (n = 220,000); NPY-Y1 expressing cells, potentiator/agonist activation; in the data active = activation above about 33%, passing the limit was not always enough;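 also: cells stimulated with NPY at EC10 then isoproterenol at EC100; 0% = low agonist plus stimulus and 100% = saturating agonist plus stimulus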
S1P4 antag = blocks the human S1P4 receptor; AID 1510; S1P4-expressing cells, antagonist mode, reporter read-out; actives 0.26% (n = 220,000); inhibition, % at 4.98 µM; in the data active = inhibition above about 29%;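 also: 0% = wells stimulated with agonist and 100% = vehicle wells without agonist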
NPY-Y1 antag = blocks the human neuropeptide Y Y1 receptor; HEK293-CNG Y1 cells, membrane potential fluorescence; NPY at EC95, then isoproterenol; P25929; actives 1% (n = 200,000); inhibition, % at 3.6 µM;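 active = inhibition above the campaign mean inhibition of all tested compounds plus 3 SD, cut at about 20% in these data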;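 also: 0% = DMSO wells given NPY plus isoproterenol and 100% = isoproterenol alone without NPY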
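Assay system: HEK293 Y1/CNG channel cell line; Doses: single compound dose of 3.6 µM, 0.4% DMSO; Timing: dye 3 h, compound 60 min room temperature, stimulation 45 min; Technique: Membrane-potential fluorescent dye readout; Measure: % inhibition of NPY effect.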
p97 inhibitor = human p97 ATPase inhibition; AID 1481; inhibition, % at 8 µM; actives 0.42% (n = 220,000); P55072; recombinant p97 ATPase, Kinase-Glo ATP luminescence, 3 h; in the data active = inhibition above about 15%;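 also: 0% = DMSO vehicle and 100% = wells lacking enzyme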
Target sequence (P55072 whole entry, looked up): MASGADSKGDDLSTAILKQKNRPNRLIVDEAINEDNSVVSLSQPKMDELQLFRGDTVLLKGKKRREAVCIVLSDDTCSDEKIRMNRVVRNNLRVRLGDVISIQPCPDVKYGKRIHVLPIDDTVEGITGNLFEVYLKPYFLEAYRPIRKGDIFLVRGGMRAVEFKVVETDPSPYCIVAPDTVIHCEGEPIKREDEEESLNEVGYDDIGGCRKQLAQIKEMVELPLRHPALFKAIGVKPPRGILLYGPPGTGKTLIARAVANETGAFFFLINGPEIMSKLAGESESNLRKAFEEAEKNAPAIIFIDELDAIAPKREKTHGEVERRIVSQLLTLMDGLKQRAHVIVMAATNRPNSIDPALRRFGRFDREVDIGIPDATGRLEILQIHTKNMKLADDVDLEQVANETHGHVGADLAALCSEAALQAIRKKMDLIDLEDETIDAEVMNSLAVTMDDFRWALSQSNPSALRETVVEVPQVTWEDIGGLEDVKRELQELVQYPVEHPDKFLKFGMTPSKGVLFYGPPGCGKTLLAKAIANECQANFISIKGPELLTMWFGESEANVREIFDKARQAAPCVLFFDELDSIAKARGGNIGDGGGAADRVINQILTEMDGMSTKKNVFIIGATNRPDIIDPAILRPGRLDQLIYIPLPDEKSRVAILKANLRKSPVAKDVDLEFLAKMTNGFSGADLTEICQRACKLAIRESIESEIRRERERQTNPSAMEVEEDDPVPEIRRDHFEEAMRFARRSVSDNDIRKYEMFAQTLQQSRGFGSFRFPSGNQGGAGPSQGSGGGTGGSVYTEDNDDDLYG
PGE2 EP2 inh = inhibitors of human EP2 prostaglandin E2 receptor; P43116; C6 glioma cells expressing human EP2, cAMP TR-FRET; cells stimulated with saturating PGE2; inhibition, % at 25 µM; actives 0.52% (n = 260,000);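 active = percent inhibition above 40 after rounding to a whole number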;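 also: rat C6 glioma host cells with rolipram phosphodiesterase inhibitor present; the protocol text gives 20 µM as final concentration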
eIF4E-4G inh = blocks eIF4E binding to eIF4G. P63073+Q04637. inhibition, % at 21.7 µM. TR-FRET eIF4E-eIF4GI(517-606) binding, 2 h. actives 0.37% (n = 220,000);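 active = inhibition above about 30%, limit read from the data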;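 also: 0% = full FRET control wells and 100% = background wells lacking eIF4GI fragment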
NPY-Y2 PAM-ag = potentiators or agonists of human neuropeptide Y receptor Y2 | activation, % at 3.6 µM | cells expressing NPY-Y2, potentiator/agonist read-out | actives 0.45% (n = 220,000) | AID 1359 | P49146; in the data active = activation above about 27%;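 also: cells stimulated with NPY near EC25 plus isoproterenol at EC100; 0% = vehicle plus submaximal agonist and 100% = vehicle plus saturating agonist; some results beyond the cut were filed as inactive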
* = called active by the depositor; nt = not tested or not shown; & = joins results of further samples; [ ] = dose if it differs, or a comment. The list is partial, so the mix of outcomes need not match the whole.

SMILES	S1P4 ag	EP2 modulator	NPY1 pot ag	S1P4 antag	NPY-Y1 antag	p97 inhibitor	PGE2 EP2 inh	eIF4E-4G inh	NPY-Y2 PAM-ag
O=C1c2ccccc2S(=O)(=O)N1CC(O)COc1ccc(Cl)cc1 (stereo not given)	-0.7	0	-17	2	5	1	16	-6[fluorescence artefact?]	-2
COc1ccc2cc(C(=O)C3CCCN(C(=O)c4snnc4C)C3)ccc2c1 (stereo not given)	1.3	-35	1	-4	1	1	5	4	-26
CC(C)CNS(=O)(=O)c1ccc(CCC(=O)NCc2ccco2)cc1	0.2	-10	-11	-23	-1	2	20	-3	7
FC(F)(F)c1nnc2ccc(N3CCOCC3)nn12	-2.5	37	-12	-11	-3	1	17	3	-2
O=C(NC12CC3CC(CC(C3)C1)C2)C1CCCN1C(=O)NC1CCCCC1 (stereo not given)	-0.6	0	3	-4	3	1	8	-3[fluorescence artefact?]	-5
CC(=O)N(CCC(Cc1ccccc1)c1ccc2c(c1)OCO2)Cc1ccccc1F (stereo not given)	3.5	8	-16	-8	21*	-8	nt	0[fluorescence artefact?]	-5
COc1ccccc1NC(=O)CN(c1ccc(C23CC4CC(CC(C4)C2)C3)cc1)S(C)(=O)=O	0.2	13	-10	1	1	-3	7	-10	0
Cc1c(C(=O)NN)nc2ccccn12	0.4	1	-11	-7	-2	2	6	5	-4
CN(C)c1ccc(/C=C/c2cc[n+]([O-])cc2)cc1	0.4	-7	-12	18	1	7	7	9[fluorescence artefact?]	5
OC(C#CCN1CCOCC1)(c1ccccc1)C1CC1 (stereo not given)	-2.0	24	3	-9	8	1	6	-1[fluorescence artefact?]	18
Cc1ccc(O)c(C2=NNC(O)(C(F)(F)F)C2)c1 (stereo not given)	1.0	-24	18	1	4	-1	9	1	11
CCOC(=O)CN1C(=O)C(CC)Oc2ccc(Cl)cc21 (stereo not given)	0.4	18	-4	4	7	1	3	-4	2
O=C(/C=C/c1ccco1)N(c1ccccn1)c1ccccn1	1.0	-6	7	-27	2	2	5	34*	4
COc1ccc(/C=N/Nc2ncnc3sc4c(c23)CCCC4)cc1O	-1.6	-56	11	4	-5	5	13	-3	5
Cc1ccc(CSc2ccc3nnc(-c4ccccn4)n3n2)cc1	-0.1	-43	-18	-18	5	2	4	2	-9
O=C(c1cc(-c2ccc(Cl)c(Cl)c2)on1)N1CCCCC1	-0.8	-22	-1	13	6	0	nt	1	-1
O=C(CN(CC1CCCO1)C(=O)CNS(=O)(=O)c1ccccc1)NCc1ccccc1 (stereo not given)	-0.1	5	-6	-22	-1	-5	6	-5[fluorescence artefact?]	-10
Cc1c(NC(=O)CC(C)C)c(=O)n(-c2ccccc2)n1C	0.9	16	29	-1	0	2	5	2	4
O=C(CNC1C(=O)Nc2ccccc21)Sc1ccccc1 (stereo not given)	1.4	-19	6	9	0	1	17	-1	11
Cn1c2ccccc2c(=O)c2c(=O)n(-c3ccccc3)c(C3CCCCC3)nc21	0.8	6	-14	-22	0	6	10	13	-6
Cc1nc(S/C(=C\c2ccc(-c3ccc(C(=O)O)c(Cl)c3)o2)C(=O)O)n[nH]1	1.3	20	20	3	nt	53*	6	10	17
CCN(CC)S(=O)(=O)c1ccc(C(=O)Nc2nnc(-c3ccco3)o2)cc1	-0.3	21	13	3	3	4	10	-1	12
O=C(O)CNC(=O)/C=C/c1c(Cl)cccc1Cl	-0.1	16	-13	-12	4	2	3	2	-13
CCn1c2ccccc2c2cc(NC(=O)CSc3nnnn3-c3ccccc3)ccc21	-1.3	-20	15	-6	-2	7	14	-2	6
CCOC(=O)C1CCCN(c2nc3ccccc3nc2C(C#N)C(=O)OCC)C1 (stereo not given)	-0.9	47	5	-23	12	1	9	4	-11
CC1=NN(C(C#N)c2ccccc2O)C(C)(C)C1 (stereo not given)	2.9	5	7	-4	2	6	3	1	10
Nc1nnc(CC(=O)N/N=C/c2cccc([N+](=O)[O-])c2)s1	-2.4	6	-4	6	0	1	nt	nt	10
Cc1nnc(SCC2CCCO2)n1-c1ccccc1 (stereo not given)	-1.2	17	-8	-16	3	-5	3	-6	1
CCOc1cc(N2CCOCC2)c(OCC)cc1NC(=O)CN1C(=O)NC2(CCc3ccccc32)C1=O (stereo not given)	-1.8	-2	5	-7	-1	-6	9	nt	3
CCCCCn1c(SCCC(C)C)nc2c1c(=O)[nH]c(=O)n2C	1.3	69*	2	-15	5	0	9	-2	4
CCOC(=O)COc1cc(Br)c(C2NC(=O)NC(C)=C2C(C)=O)cc1OCC (stereo not given)	0.2	6	-6	0	3	-6	3	4	6
CN1CCN(C(c2cc3cc4c(cc3[nH]c2=O)OCCO4)c2nnnn2C2CCCC2)CC1 (stereo not given)	-0.3	-8	-1	-8	7	-3	3	-3	-11
Cc1cccc(Nc2nc(-c3ccncc3)cs2)c1	0.8	11	47*	-4	-21	0	3	4	35*
O=C(NCC1(c2ccccc2)CCCC1)c1ccccc1Br	-0.8	-14	-4	-2	0	-3	13	2	-2
COc1ccc(NC(=O)c2ccc(CNc3c(NC4CCCCC4)c(=O)c3=O)cc2)c(OC)c1	0.8	-7	-9	-17	-5	-7	7	-2	-1
Clc1ccccc1Oc1cnc2ccccc2n1	0.8	9	3	-15	5	-10	4	3	-1
COCCNS(=O)(=O)c1cc(C)c(C)cc1C	-0.3	14	-9	-4	3	-2	4	3	-1
Cc1cc(COc2ccccc2OCCN2CCN(C)CC2)no1	4.4	7	-16	-4	9	-3	12	-1	-14
CC(C)(C)C(=O)N1CCN(c2ccc([N+](=O)[O-])cc2Cl)CC1	-1.2	nt	-6	-6	-2	0	12	nt	-4
Nc1nnc(SCC(=O)OCC(=O)c2ccccc2)s1	-0.3	12	17	-16	2	-7	4	-4	5
COc1cc(OC)cc(C(=O)Nc2ccc3c(c2)COC3=O)c1	3.4	6	-18	-4	3	3	10	1	13
Cc1cc2ncn(-c3nnnn3-c3ccccc3)c2cc1C	-0.9	10	-15	-11	4	-2	14	0	12
Cc1cccc(NC(=O)NC(=S)NC(=O)c2ccccc2)c1	-3.6	-7	-20	-12	11	-1	4	10	-9
Cc1ccc(NC(=O)c2ccc(S(=O)(=O)N3CCC(C)CC3)cc2)cc1	2.4	-5	-11	-22	2	-5	-1	-18	-2
CCc1nnc(SCc2ccc(OC(C)C)cc2)n1N	1.4	2	20	2	-1	6	11	-7	12
COc1ccc(C2=NOC(C(=O)NCc3ccc(F)cc3)C2)cc1 (stereo not given)	1.1	2	-23	-8	41*	3	nt	-1	-10
O=C(CSc1ccccc1)N1CCc2ccccc21	-0.6	6	-20	-4	1	-2	8	-4	12
CCOC(=O)N1CCN(C(=O)c2ccc3c(SCC(=O)O)c4c(nc3c2)CCCC4)CC1	0.6	16	17	-6	7	2	11	-1	8
COc1cc(/C=N/NC(=O)c2c(-c3ccccc3)noc2C)ccc1O	-1.0	1	0	-2	-3	3	10	-3	-3
O=C(c1ccc(Cl)s1)N1CCN(c2ncccn2)CC1	-0.2	-2	-1	3	nt	3	4	-11	4
Later entries.
SMILES	S1P4 ag	EP2 modulator	NPY1 pot ag	S1P4 antag	NPY-Y1 antag	p97 inhibitor	PGE2 EP2 inh	eIF4E-4G inh	NPY-Y2 PAM-ag
C=CCNc1ncnc2c1[nH]c1ccc(Cl)cc12	0.5	-60	-25	-12	0	7	12	-1[fluorescence artefact?]	-15
Cc1cc2cc(C)c3nnc(SCC(=O)Nc4ccc(S(=O)(=O)N5CCCCC5C)cc4)n3c2cc1C (stereo not given)	-1.1	21	-2	-12	8	1	8	-4	11
CCCn1c(C)cc(C(=O)CN2C(=O)c3cccc(N)c3C2=O)c1C	-0.2	-1	-4	12	3	1	9	-1	-10
COc1ccc(C(=O)NNC(=O)CCn2nnc(-c3ccc(C)cc3)n2)cc1OC	0.0	-21	-19	-3	9	-2	3	-1	1
COc1ccc(NC2=C(C(C)=O)C(c3ccc(OC)cc3)C(C(C)=O)C(C)(O)C2)cc1 (stereo not given)	0.2	2	-2	7	2	2	4	5	6
CCOc1ccc(NC(=O)CN2CCN(CC(=O)c3ccc(OC)c(OC)c3)CC2)cc1	-0.6	14	13	-11	5	3	13	-7	7
Cc1ccc(-n2c(SCC(=O)OC(C)C)nnc2-c2cnccn2)cc1	1.9	-2	-15	-9	1	2	4	-4	12
CN1CCC(N(C)C(=O)CNC(=O)c2ccc(C(C)(C)C)cc2)CC1	2.8	0	7	-4	1	-3	2	0	7
CSCCC(NC(=O)C1CCC(C)CC1)C(=O)N1CCN(c2ccccn2)CC1 (stereo not given)	0.6	13	4	-37	3	-5	5	nt	-10
COc1ccc2ccccc2c1CNC(=O)CC1C(=O)NCCN1CC(C)C (stereo not given)	-0.7	5	11	-22	5	5	6	-2	-15
CNC(=S)Nc1ccc([N+](=O)[O-])cc1C	0.6	0	12	4	1	0	15	-6	-1
COc1ccc(N(C(=O)c2ccco2)C(C(=O)NC2CCCC2)c2cccs2)cc1 (stereo not given)	0.8	34	7	-12	14	2	8	0	-9
CCn1nc(C(=O)OCc2c(C)noc2C)c2ccccc2c1=O	-0.8	34	-10	25	3	-1	6	0	0
CCOC(=O)Cc1csc(NC(=O)c2sc3nc4cc(C)ccc4cc3c2N)n1	-0.1	-37&-15	-24	-32	-5	1	13&12	4[fluorescence artefact?]	-6
CC1Cc2ccccc2N1CC(=O)Nc1ccc(N2CCOCC2)cc1 (stereo not given)	2.9	-56	-3	-27	-3	0	3	4	0
COc1ccc(/C=[N+](\[O-])C2N(c3ccccc3)C(=S)SC2(C)C)cc1OC (stereo not given)	-0.2	-48	21	1	nt	-6	12	1	3
CCN(CC)CCOC(=O)c1ccc(NC(=O)C(C)NC(=O)C23CC4CC(CC(C4)C2)C3)cc1 (stereo not given)	3.1	3	-1	-14	-1	3	10	-2	9
CCCc1nc2c(=O)n(C)c(=O)nc-2n(C)n1	2.3	-34	-18	54*	-1	32*	12	0	-30
CS(=O)(=O)N(CC(=O)Nc1ccccc1)c1cccc(Cl)c1Cl	-0.9	-22	21	-9	8	7	3	-1	11
O=C(Nc1ccc2c(c1)ncn2-c1ccccc1)c1ccco1	1.7	3	-18	4	1	-3	5	2	1
Cc1ccc2nc(-c3ccc(S(=O)(=O)N4CCCCC4)cc3)cn2c1	1.2	-58	-5	2	10	3	8	1	1
CCOC(=O)Nc1cc(NC(=O)OCC)c(C)nc1C	0.5	2	8	12	nt	6	8	-2	0
CC(C)(C(=O)c1ccccc1)/[N+]([O-])=C/c1ccc(F)cc1	-0.9	nt	11	-30	-6	5	1	nt	-4
Cc1cccc(N)c1-c1c(C)cccc1N	1.9	10	14	4	5	13	0	2	-3

Source: PubChem BioAssay
